Assay outcomes from PubChem.
MEX-5 binding: MEX-5 zinc finger RNA-binding disruptors – biochemical, C. elegans, fluorescence polarization, MLPCN library, primary screen. AID 1832, 2009. 0.38% of 300,000 active. Zinc finger protein mex-5 (Caenorhabditis elegans), Q9XUB2. activity score (negative = inhibition of binding), % at 10 µM. MEX-5/FITC-TCR2 RNA binding; stronger effect = lower value;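 active = inhibition past about -25% in most replicates, and total fluorescence under double the plate's negative control median, limit read from the data; inconclusive = replicates evenly split on the limit, or fluorescence at least double controls; inactive = too little inhibition in most replicates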;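 note: 0% = DMSO and -100% = 5 µM competing unlabeled TCR2 RNA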
BCLXL inh: inhibitors of human Bcl-xL, primary screen, biochemical, fluorescence polarization, HTS; Bcl-2-like protein 1 (Homo sapiens), Q07817; GST-Bcl-xL / FITC-Bim BH3 peptide fluorescence polarization; inhibition, % at 10.9 µM; 0.7% of 320,000 active; AID 2129, 2009;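 active = inhibition above the mean of all tested compounds plus 3 SD, cutoff set per campaign, cut at about 30% in these data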;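 note: 0% = DMSO wells and 100% = unlabeled Bim-BH3 peptide competitor; inhibitors lower millipolarization by displacing the labeled peptide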
Target sequence (Q07817 whole entry, looked up): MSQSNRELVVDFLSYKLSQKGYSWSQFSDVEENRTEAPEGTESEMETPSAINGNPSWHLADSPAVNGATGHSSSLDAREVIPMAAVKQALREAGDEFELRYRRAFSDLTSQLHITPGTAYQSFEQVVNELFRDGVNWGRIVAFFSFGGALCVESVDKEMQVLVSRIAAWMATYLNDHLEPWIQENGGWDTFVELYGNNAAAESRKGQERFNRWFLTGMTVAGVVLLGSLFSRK
PME-1 inh: PME-1 inhibitors via competitive probe labeling, primary screen, biochemical, fluorescence polarization, FP-Rh probe, HTS; recombinant PME-1; Protein phosphatase methylesterase 1 (Homo sapiens), Q9Y570; inhibition, % at 5.9 µM; 0.53% of 320,000 active;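 active = inhibition above the campaign mean of all compounds plus 3 SD, cut at about 26% in these data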;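 note: competitive labeling of PME-1 active site by serine hydrolase directed probe; 0% = PME-1 with DMSO and 100% = wells lacking PME-1 enzyme; inhibitors block probe labeling so polarization falls and inhibition rises; many of its hits are not listed in these tables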
Fam108B counter: mouse Fam108B serine hydrolase inhibitors, primary screen, counter-screen for RBBP9 inhibitor project, biochemical, fluorescence polarization. 0.33% of 300,000 active. inhibition, % at 9.51 µM. recombinant Fam108B, FP-Rh probe fluorescence polarization. AID 1947, 2009;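 active = inhibition above the screen mean inhibition plus 3 SD, computed separately per campaign, cut at about 18% in these data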;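 note: inhibitors lower polarization as less probe binds the enzyme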
GSTO1 counter: inhibitors of recombinant GSTO1, primary screen, counter-screen for RBBP9 inhibitor project, biochemical, fluorescence polarization | activity-based probe fluorescence polarization | inhibition, % at 5.96 µM | 1.1% of 300,000 active | AID 1974, 2009;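 active = inhibition above the campaign mean inhibition plus 3 SD, cut at about 35% in these data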;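 note: 0% = GSTO1-1 with DMSO and 100% = wells lacking GSTO1-1 enzyme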
Target sequence (P78417 whole entry, looked up): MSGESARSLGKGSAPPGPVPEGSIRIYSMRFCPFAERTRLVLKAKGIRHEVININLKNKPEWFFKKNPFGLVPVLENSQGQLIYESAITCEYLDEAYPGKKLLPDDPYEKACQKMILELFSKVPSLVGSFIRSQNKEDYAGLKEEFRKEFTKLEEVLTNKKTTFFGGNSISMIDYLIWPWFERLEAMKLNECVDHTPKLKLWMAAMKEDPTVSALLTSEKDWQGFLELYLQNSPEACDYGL
TPT1 inh: Candida albicans TPT1 enzyme inhibitors, primary screen, biochemical, fluorescence polarization | AID 1962, 2009 | inhibition, % at 5 µM | 0.81% of 300,000 active | tRNA 2'-phosphotransferase TPT1 (Candida albicans SC5314) | recombinant caTPT1, FP RNA substrate dephosphorylation;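 active = inhibition above the mean of all tested compounds plus 3 SD, set per screening campaign, cut at about 24% in these data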;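 note: plate controls were DMSO alone for no effect and ferristatin control at 100 nM for full effect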
MCL1-BIM inh: inhibitors of MCL1 binding to BIM-BH3, primary screen, biochemical, fluorescence polarization | GST-MCL1 / FITC-Bim-BH3 fluorescence polarization | 0.68% of 320,000 active | inhibition, % at 10.9 µM | AID 2057, 2009;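 active = inhibition above the mean inhibition of all tested compounds plus 3 SD, set per campaign, cut at about 40% in these data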;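 note: 0% = DMSO wells and 100% = unlabeled Bim-BH3 peptide control; higher means more loss of mP so more displacement of Bim peptide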
PAD4 inh: human PAD4 inhibitors, primary screen, biochemical, fluorescence polarization, 1536-well format; recombinant PAD4, RCA probe fluorescence polarization; inhibition, % at 6.36 µM; Protein-arginine deiminase type-4 (Homo sapiens), Q9UM07; 0.41% of 330,000 active; AID 485272, 2010;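 active = percent inhibition above a cutoff equal to the mean of all tested compounds plus 3 SD, cut at about 15% in these data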;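 note: 0% = PAD4 with RCA probe and DMSO and 100% = probe without PAD4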
GLD-1 RNA inh: GLD-1/TGE RNA complex disruptors, primary screen, biochemical, fluorescence polarization; inhibition, % at 5.96 µM; purified GLD-1 + fluorescein TGE RNA; AID 2280, 2010; 0.44% of 320,000 active;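 active = percent inhibition above a per-plate cutoff, the plate mean of test compounds plus 3 SD, cut at about 30% in these data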;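 note: 0% = DMSO wells with GLD-1 and probe and 100% = wells lacking GLD-1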
Target sequence (Q17339 whole entry, looked up): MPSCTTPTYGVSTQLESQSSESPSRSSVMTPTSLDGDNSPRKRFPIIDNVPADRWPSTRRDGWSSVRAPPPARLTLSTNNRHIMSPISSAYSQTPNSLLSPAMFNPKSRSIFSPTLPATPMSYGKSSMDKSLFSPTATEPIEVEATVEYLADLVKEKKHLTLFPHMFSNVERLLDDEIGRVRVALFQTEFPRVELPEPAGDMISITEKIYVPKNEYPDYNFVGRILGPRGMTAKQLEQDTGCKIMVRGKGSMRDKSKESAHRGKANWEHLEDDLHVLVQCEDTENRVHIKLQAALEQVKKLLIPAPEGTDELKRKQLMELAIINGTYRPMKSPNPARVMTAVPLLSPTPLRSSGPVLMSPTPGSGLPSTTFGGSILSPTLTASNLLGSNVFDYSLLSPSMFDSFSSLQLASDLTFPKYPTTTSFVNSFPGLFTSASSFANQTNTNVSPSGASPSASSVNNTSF
* marks the source's active call; other numbers are inactive results; u = inconclusive; x = no result given; + = active, no number. A portion of the library; rates above refer to the full screens.

SMILES	MEX-5 binding	BCLXL inh	PME-1 inh	Fam108B counter	GSTO1 counter	TPT1 inh	MCL1-BIM inh	PAD4 inh	GLD-1 RNA inh
CC1(C)C(c2ccccc2)=NC(c2cccnc2)=[N+]1[O-]	-4.0	-16	-4	-1	2	1	-16	1	0
Cn1c(=O)n(C)c2cc([N+](=O)[O-])c(N3CCNCC3)cc21	2.7	2	2	-2	2	-3	-3	1	-12
CCN(CC)P(=O)(c1n(CC)cc[n+]1CC)N(CC)CC	0.7	-15	-7	-2	-3	-2	-18	-2	10
Fc1ccccc1N1CCN(Cc2ccc3c(c2)OCO3)CC1	x	3	-5	2	5	-1	-3	4	5
CN1CCN(c2ccc([N+](=O)[O-])c(N)c2)CC1	-2.8	1	8	-1	-3	0	-2	3	2
CC1CN2c3ccc([N+](=O)[O-])cc3CC3(C(=O)N(C)C(=O)N(C)C3=O)C2C(C)O1 (stereo unspecified)	-0.7	6	1	3	1	1	-1	2	-1
COc1ccc(CCNCc2c(OC)ccc3ccccc23)cc1	-0.4	-5	0	1	-2	2	-1	0	-1
COCCNC(=O)c1ccc(N2CC3CC(C2)c2cccc(=O)n2C3)c([N+](=O)[O-])c1 (stereo unspecified)	-3.5	10	5	1	-2	2	11	1	-10
CC(C(=O)c1cn(C)c2ccccc12)c1ccccc1 (stereo unspecified)	1.6	0	-6	0	-2	1	-7	0	10
O=c1[nH]c(=O)n(-c2ccc(F)cc2)c(O)c1/C=C1\C=Nc2ccccc21	-37*	18	-2	0	5	51*	-11	-3	-19
CCCCCC(=O)N[C@@H](c1ccccc1)[C@@H](O)C(=O)O[C@H]1C[C@@]2(O)[C@@H](OC(=O)c3ccccc3)C3[C@](C)(C(=O)[C@H](O)C(=C1C)C2(C)C)[C@@H](OC1OCC(O)C(O)C1O)C[C@H]1OC[C@@]31OC(C)=O (stereo partly specified)	-1.0	12	-2	2	-5	-3	4	3	-4
O=c1cccc2n1CC1CC2CN(CC(O)CN2CC3CC(C2)c2cccc(=O)n2C3)C1 (stereo unspecified)	-3.0	4	0	3	-3	0	4	-2	-7
CN=C1CN(O)C(c2ccccc2)=c2cc(Cl)ccc2=N1	1.1	6	5	-4	5	-2	6	-2	7
COc1ccc2c(c1)c(C(=O)CN1CCC3(CC1)OCCO3)c(C)n2Cc1ccccc1	-9.0	-4	-1	3	-9	0	-2	2	-4
CCC(C)C1N=C(c2ccccc2)c2cc(Cl)ccc2N(CC(=O)NCc2ccco2)C1=O (stereo unspecified)	-0.7	-2	6	1	-3	2	1	0	3
Cc1ccsc1C(=O)C1CCCN(Cc2ccn[nH]2)C1 (stereo unspecified)	-1.5	6	2	1	5	2	6	1	-1
O=C(c1ccc2c(c1)OCO2)N1CCC2(CC1)OCCO2	2.1	3	-2	-1	-2	-2	-2	-5	9
CC(C)(O)[C@H]1O[C@H]2CC[C@@]3(C)[C@@](O)(CC[C@H]4Cc5c([nH]c6ccccc56)[C@@]43C)C2=CC1=O	-28*	83*	-2	0	-1	-21	100*	1	74*
CN1C(=O)C(=Cc2ccc(N3CCCCC3)o2)C(=O)N(C)C1=S	-2.0	-42	0	-11	-2	85*	-81	-7	-87
Cc1cc(=O)oc2c(C)c(OCC(=O)N3CCN(Cc4ccc5c(c4)OCO5)CC3)ccc12	-0.1	7	3	7	-7	-1	5	0	5
CCOc1ccc(Cc2c(O)[nH]c(=O)[nH]c2=O)cc1	3.0	0	-5	-4	23	8	-3	1	-7
NC(=O)CSc1nnc([C@@H](N)Cc2c[nH]c3ccccc23)o1	-1.2	6	-1	10	1	1	6	-2	0
COC(=O)C1=C(c2cccc(C#N)c2)C[C@@H]2CC[C@H]1N2C(=O)NC(C)C	x	3	-8	x	x	x	-2	-3	3
O=C(C(=O)N1CCOCC1)c1cn(Cc2ccccc2)c2ccccc12	0.7	1	3	0	4	1	0	-4	7
COc1nc(C)nc(NC(=O)NS(=O)(=O)c2ccccc2Cl)n1	-0.2	6	2	8	4	0	5	1	2
O=c1c2ccccc2nc(CNCC2CCCO2)n1-c1ccc(F)cc1 (stereo unspecified)	2.8	-3	4	-1	-3	0	-1	-6	-5
CSc1nnc(OC(=O)N(C)C)n1-c1ccc(Cl)cc1	1.2	3	-6	-2	-10	2	7	-2	6
CC12CCCCC1N(O)CN2O (stereo unspecified)	-1.0	-4	-2	5	3	-4	5	-1	4
O=C1NC(=O)N(c2ccccc2F)C(=O)/C1=C/c1ccc(Sc2nc3ccccc3[nH]2)o1	x	54*	-62	-38	-135	1	59*	-15	1
CC1CCSP(=O)(Oc2ccccc2)O1 (stereo unspecified)	-0.1	2	4	0	0	-1	1	-1	5

Laid out differently: results already given.
SMILES,MEX-5 binding,BCLXL inh,PME-1 inh,Fam108B counter,GSTO1 counter,TPT1 inh,MCL1-BIM inh,PAD4 inh,GLD-1 RNA inh
COc1nc(C)nc(NC(=O)NS(=O)(=O)c2ccccc2Cl)n1,-0.2,6,2,8,4,0,5,1,2
CC1CCSP(=O)(Oc2ccccc2)O1 (stereo unspecified),-0.1,2,4,0,0,-1,1,-1,5

(next part)
SMILES	MEX-5 binding	BCLXL inh	PME-1 inh	Fam108B counter	GSTO1 counter	TPT1 inh	MCL1-BIM inh	PAD4 inh	GLD-1 RNA inh
N#CCCn1cc(C(=O)Nc2ccc([N+](=O)[O-])cc2)c(-c2ccccc2)n1	2.2	0	-26	-2	9	-3	3	0	1
CC(C)OS(C)(=O)=O	x	5	-2	x	x	x	3	0	2
CN1CCc2cc3c(c4c2C1Cc1ccccc1-4)OCO3 (stereo unspecified)	u	166*	13	16	77*	-36	+	58*	94*
O=C(COC(=O)Cc1ccccc1)Nc1cc(S(=O)(=O)N2CCOCC2)ccc1N1CCCC1	1.1	0	5	0	1	0	8	0	-3
N#Cc1cc(F)c(N2CCNCC2)cc1Cl	3.3	3	2	-2	5	-1	10	-3	10
C[C@H]1[C@H](OC(=O)CCC(=O)NCc2ccc(C(=O)O)cc2)O[C@@H]2O[C@@]3(C)CC[C@H]4[C@H](C)CC[C@@H]1C24OO3	0.7	4	-2	-3	7	-1	2	6	7
C#CCN(C)[C@H](C)Cc1ccccc1	-4.4	1	-2	0	3	-2	7	-5	6
Cc1ccc2cc3cc(C(=O)N4CCC5(CC4)OCCO5)oc3nc2c1	-0.8	0	1	-2	-2	-1	-8	-2	4
Cc1cc(C=C2C(=O)NC(=O)NC2=O)c(C)n1-c1ccncc1	-5.0	16	-7	1	11	4	13	5	7
CC1=C(C/C(C)=C/c2ccccc2)/C(=C/CO)[C@@H]2OC(=O)O[C@]2(C)C12CC2	-1.6	-2	2	-1	8	1	-9	-3	-5
N/C(=N\[N+](=O)[O-])N1CCN(C(=O)c2ccccn2)CC1	3.3	2	-3	-6	3	4	4	-1	5
CCC1(CC)C(=O)N(C)C(=O)NC1=NC	-2.5	-1	1	-1	-3	-5	0	-1	-2
COC(=O)C1=C(c2cccc(OC)c2OC)C[C@@H]2CC[C@H]1N2C(=O)N1CCC(C)CC1	2.7	3	1	1	3	2	8	-3	9
COc1ccc2c3c1OC1C(O)C=CC4C(C2)[N+](C)(C)CCC341 (stereo unspecified)	1.3	-8	-1	2	6	-1	-16	-1	-1
CC/C(=N\Nc1ccccc1)c1c(O)n(C)c(=O)n(C)c1=O	3.1	5	-2	0	2	-1	0	-7	1
COCCOC(=O)C1=C(C)OC(N)=C(C(=O)OC)C12C(=O)Nc1ccccc12 (stereo unspecified)	-2.4	-1	-7	-3	4	-5	3	-3	2
COC(=O)C1=C(c2ccc(-c3ccccc3)c(F)c2)C[C@@H]2CC[C@H]1N2C(=O)NCCO	x	5	-5	x	x	x	2	-2	-5
Cc1cccc(OP(N)(=O)Oc2cccc(C)c2C)c1C	-0.4	4	7	-1	7	-1	4	-1	5
Cc1cccc(C)c1NC1=NCCCCS1	1.1	1	1	-1	-1	-3	3	-5	0
COc1ccc(CC2c3cc(OC)c(OC)cc3CCN2C)cc1OC (stereo unspecified)	-0.5	1	-1	1	3	-1	-2	0	5
COCCn1c(-c2ccccc2)cc(C(=O)O)c1C	2.2	7	1	2	4	2	6	2	3
CNC(=O)Oc1ccc(-c2cn3cc(C)ccc3n2)cc1	-0.7	6	6	2	0	-1	3	0	6
O=C1c2ccccc2C(=O)N1Cc1nc2ccccc2c(=O)n1-c1cccnc1	1.6	-3	-4	7	3	3	0	-4	5
CCCCn1c(=O)c(C(=O)Nc2ccccc2C)c(O)c2ccccc21	-1.6	2	-3	0	1	0	5	0	3
Cc1ccc(N2C(=O)NC(=O)C(CCc3ccncc3)(Cc3cccc(Cl)c3Cl)C2=O)cc1 (stereo unspecified)	1.9	-2	-7	2	-3	4	-1	2	0
CC(C)C(=O)Nc1nnc(CCN(CCc2nnc(NC(=O)C(C)C)s2)[N+](=O)[O-])s1	-4.0	2	1	5	14	-2	-6	5	5
CC(=O)OC1N=C(c2ccc(Cl)cc2)c2cc(Br)ccc2NC1=O (stereo unspecified)	-1.0	6	4	-2	-1	0	5	-1	1
CCNC(=O)NNC(=O)C1CC(c2cccnc2)=NO1 (stereo unspecified)	-1.8	4	10	4	6	1	-5	-2	0
COC(=O)C1=C(c2ccc(Cl)c(C(F)(F)F)c2)C[C@@H]2CC[C@H]1N2C(=O)N1CCOCC1	x	-1	4	x	x	x	2	-5	-6
O=C(Oc1c(Cl)cc(Cl)c2ccccc12)N1CCCCC1	0.0	4	-1	5	9	0	3	-4	-2
CN(C)CCN=Cc1c(O)n(-c2cccc3ccccc23)c(=O)[nH]c1=O	-0.4	0	6	3	8	7	-5	1	4
CN/C=C(/Cl)P(=O)(OC(C)C)OC(C)C	x	2	1	0	2	2	3	-4	4
O=C1Nc2cc(C(=O)N3CCC4(CC3)OCCO4)ccc2S/C1=C\c1ccccc1	-6.8	1	20	-1	-207	-1	0	-2	4
Cc1ccc(/C=C2\C(=O)NC(=S)N(c3cccc(F)c3)C2=O)o1	-7.5	-19	-11	-2	1	41*	-14	-18	-8
O=C(c1ccc(C(F)(F)F)cc1)C1CCCN(Cc2ccncc2)C1 (stereo unspecified)	-3.2	3	0	-1	4	-4	7	-3	5
CC(=O)OC1(c2ccccc2)CCN(C)C(C)C1C (stereo unspecified)	1.5	0	-9	-3	11	8	4	-14	-3
CCOC(=O)c1c(C)n(Cc2ccccc2)c2ccc(OCC(O)CNC(C)(C)C)cc12 (stereo unspecified)	1.7	0	2	2	-1	-2	2	-1	0
CCOCCN1CCN(c2nnc3n2-c2ccc(Cl)cc2C(c2ccccc2Cl)=NC3)CC1	-0.6	2	-6	-4	7	-8	7	-1	0
COc1cccc(CNCCc2ccc(F)cc2)c1	-2.0	1	2	1	0	-4	-3	2	-1
COC/C=C1\CN2C3C[C@@H]1[C@H]1COC4=Nc5cc(OC)c(OC)c(OC)c5[C@@]43C[C@@H]12	0.4	1	-1	2	-1	-4	3	2	5
